Bioassay records (PubChem)
D1 agonist: Allosteric Agonists of the Human D1 Dopamine Receptor: qHTS; HEK293 T-REx D1 cells, calcium flux, agonist mode; D(1A) dopamine receptor (Homo sapiens), P21728; activation, % at 2 µM; AID 504660, 2011; 360,000 tested, 1% active; in the data active = activation above about 30%; also: 0% is about no effect
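Tetracycline-induced HEK293 TREx D1 cells, force-coupled to calcium signalling, were dye-loaded with a no-wash calcium kit. Compound was pin-added after a 10 s baseline. Fluorescence was read kinetically at 1 cycle/s for 180 s, with calcium rises flagged as agonism.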
D1 antag: Antagonist of Human D 1 Dopamine Receptor: qHTS | D(1A) dopamine receptor (Homo sapiens), P21728 | HEK293 TREx D1 cells, calcium flux, dopamine EC80; active compounds read low | activity change, negative = inhibition, % at 10 µM | 360,000 tested, 3.2% active; in the data active = activity change below about -30%; also: % is scaled to controls: 0 for no effect and ±100 for the full control effect
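Compound effects on dopamine-evoked calcium signalling were measured in tetracycline-induced HEK293 Trex D1 cells. Dopamine at EC80 followed a 180 s compound pre-read, and fluorescence was tracked kinetically for 180 s more.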
TRHR enhancer: qHTS for Small Molecule Agonists and Allosteric Enhancers of Human TRH Receptor: Primary Screen for Enhancers; Thyrotropin-releasing hormone receptor (Homo sapiens), P34981; TRHR cells, fluo-8 calcium fluorescence, EC20 TRH enhancement; enhancement, % at 2 µM; 360,000 tested, 0.66% active; in the data active = enhancement above about 30%; also: 0% is about no effect
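TRHR-expressing cells loaded with fluo-8 calcium dye were read kinetically (ex 480/em 530) during compound addition, then stimulated with an EC20 of TRH (10 nM final). Enhancement of the Gq-mediated intracellular calcium response was scored.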
RXFP1 antag: qHTS Assay for Antagonists of the Relaxin Receptor RXFP1; Relaxin receptor 1 (Homo sapiens), Q9HBX9; HEK293-RXFP1, relaxin-stimulated cAMP HTRF, 30 min; active compounds read low; activity change, negative = inhibition, % at 57.5 µM; 350,000 tested, 0.59% active; AID 1259400, 2018;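 active = activity change of -60% or lower, but not beyond a set lower limit; inconclusive = change between -60% and -40%, or beyond the set limit; inactive = change above -40%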; also: % is scaled to controls: 0 for no effect and ±100 for the full control effect
Target sequence (Q9HBX9 whole entry, looked up): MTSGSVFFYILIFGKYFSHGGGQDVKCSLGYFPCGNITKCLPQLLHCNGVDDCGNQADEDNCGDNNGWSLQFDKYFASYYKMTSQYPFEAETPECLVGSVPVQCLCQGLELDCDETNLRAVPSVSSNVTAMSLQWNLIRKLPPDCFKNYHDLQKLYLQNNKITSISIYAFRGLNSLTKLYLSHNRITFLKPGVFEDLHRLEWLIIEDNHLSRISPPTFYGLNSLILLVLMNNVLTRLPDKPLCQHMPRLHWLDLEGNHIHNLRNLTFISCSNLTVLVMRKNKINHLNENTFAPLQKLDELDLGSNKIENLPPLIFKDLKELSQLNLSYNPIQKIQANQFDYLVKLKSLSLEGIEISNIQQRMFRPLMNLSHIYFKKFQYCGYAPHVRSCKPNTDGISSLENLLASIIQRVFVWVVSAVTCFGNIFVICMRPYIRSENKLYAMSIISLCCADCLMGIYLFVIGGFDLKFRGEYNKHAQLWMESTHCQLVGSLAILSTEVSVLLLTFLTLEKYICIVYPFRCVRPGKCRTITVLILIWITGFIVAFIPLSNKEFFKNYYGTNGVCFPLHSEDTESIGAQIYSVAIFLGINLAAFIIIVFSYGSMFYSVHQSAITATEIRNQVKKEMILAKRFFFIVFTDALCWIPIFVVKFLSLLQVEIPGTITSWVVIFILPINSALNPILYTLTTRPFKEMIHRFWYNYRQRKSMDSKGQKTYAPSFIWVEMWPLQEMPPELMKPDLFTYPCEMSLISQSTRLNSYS
Apoferritin bind: qHTS Assay for Identification of Novel General Anesthetics; Ferritin light chain (Equus caballus), P02791; apoferritin/1-aminoanthracene competitive binding, fluorescence; Potency, µM (series often up to 77.5 µM), for the others: at the highest dose activity change, negative = displacement, most hits filed as inhibitors; 350,000 tested, 0.074% active; also: potency is read from the fitted curve at half-maximal effect; % is scaled to controls: 0 for no effect and ±100 for the full control effect; nearly all actives have a fitted effect of over 20% in size
Target sequence (P02791 2-175 limits assumed): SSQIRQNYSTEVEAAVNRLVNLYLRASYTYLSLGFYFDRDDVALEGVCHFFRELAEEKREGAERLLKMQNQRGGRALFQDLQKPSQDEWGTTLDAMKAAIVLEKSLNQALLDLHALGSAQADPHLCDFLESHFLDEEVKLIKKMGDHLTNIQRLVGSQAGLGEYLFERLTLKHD
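In PBS, apoferritin at 10 uM is loaded with 1-AMA from a 50% saturated solution. After 10 min of compound exposure at ambient temperature, reduced 535 nm fluorescence indicates probe displacement.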
RXFP1 agonist: qHTS Assay for Agonists of the Relaxin Receptor RXFP1. Relaxin receptor 1 (Homo sapiens), Q9HBX9. HEK293T-RXFP1 cAMP TR-FRET, 30 min; response scale: percent of porcine relaxin response, buffer zero. Potency, µM (titrated, usually from 57.5 µM), inactives show at the highest dose activation, actives largely listed as activators. 370,000 tested, 0.3% active. AID 2676, 2010; also: potency is read from the fitted curve at half-maximal effect; % is scaled to controls: 0 for no effect and ±100 for the full control effect; nearly all actives have a fitted effect of over 60% in size; many of its hits are not listed in these tables
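HEK293 cells stably expressing RXFP1, treated 30 min at 37C with compounds plus PDE4 inhibitor Ro 20174; cAMP measured by HTRF TR-FRET. Normalized to buffer and 29 nM porcine relaxin; EC50 by Hill fit.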
TRHR agonist: qHTS for Small Molecule Agonists and Allosteric Enhancers of Human TRH Receptor: Primary Screen for Agonists | Thyrotropin-releasing hormone receptor (Homo sapiens), P34981 | 360,000 tested, 0.18% active | AID 493084, 2011 | TRHR cells, calcium flux fluo-8, FDSS agonist mode | activation, % at 2 µM; in the data active = activation above about 30%; also: 0% is about no effect
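TRHR-expressing cells loaded with fluo-8 calcium dye; 23 nL library compound pin-transferred, kinetic FDSS fluorescence (Ex 480/Em 530) recorded about 180 s for agonist-induced calcium release, before a 10 nM TRH EC20 addition for potentiator mode.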
D1 potentiator: Potentiators of Human D1 Dopamine Receptor: qHTS | potentiation, % at 10 µM | 360,000 tested, 0.036% active | HEK293 TREx D1 cells, calcium flux, dopamine EC20 potentiation; in the data active = potentiation above about 30%; also: 0% is about no effect
D2 potentiator: HTS Assay for Positive Allosteric Modulators of the Human D2 Dopamine Receptor: Primary Screen for Potentiators | D(2) dopamine receptor (Homo sapiens), P14416 | HEK293 T-REx D2, calcium flux, EC20 dopamine potentiation | potentiation, % at 10 µM | 340,000 tested, 0.34% active | AID 485347, 2010;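 active = potentiation over 3 SD above the plate norm, cut at about 30% in these data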; also: 0% is about no effect
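Primary screen. Calcium kinetics in induced HEK293 T-REx D2 cells: compound pre-addition 180 s, EC20 dopamine, 180 s more.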
Active calls of the source: *; u = inconclusive; x = not tested or not shown; [ ] = remark or other dose. Unless noted, calls follow the shape of the dose curve; as a rule, active = well fitted curve in the direction sought with a large enough effect; inconclusive = small, poorly fitted or top-dose-only effect, or another doubt; inactive = no such curve, though single readings can be large; an effect the other way counts as inactive or inconclusive.

SMILES | D1 agonist | D1 antag | TRHR enhancer | RXFP1 antag | Apoferritin bind | RXFP1 agonist | TRHR agonist | D1 potentiator | D2 potentiator
COc1cc(/C=N/N(CCO)C2=NS(=O)(=O)c3ccccc32)cc(OC)c1OC | 2 | 1 | -5 | 12 | 0% | 6.1% | -0.4 | 3 | 7
CCn1c(=O)c2c(cnn2C)c2ccccc21 | 2 | 22 | 5 | -1 | -17% | 0.0% | -0.6 | 1 | 13
COc1ccc(OCC(=O)Nc2ccncc2)cc1 | 7 | -24 | -1 | 0 | -2% | 0.7% | -0.2 | 0 | -4
Cc1cccc(NC(=O)Cc2ccc(-n3c(C)nc4cccnc43)cc2)c1C | 6 | -14 | -1 | -6 | 1% | 4.3% | 0.3 | -6 | 12
COc1ccccc1N(CC(O)CN1CCOCC1)S(=O)(=O)c1ccccc1 (configuration not stated) | -1 | 16 | -4 | -5 | -9% | 2.6% | -0.3 | -3 | 6
CCOc1ccc(-c2ccc(NS(=O)(=O)c3cc(C)ccc3OC)cc2)nn1 | 2 | -1 | 2 | -11 | u | -1.0% | -0.4 | -2 | -1
O=C(NCCC(=O)N1CCC2(CC1)NCCc1[nH]cnc12)c1cccc(C(F)(F)F)c1 | 0 | 2 | 10 | -14 | 6% | -0.2% | 0.6 | 7 | 4
O=C(c1cncc(Br)c1)N1CCc2ccccc2C1 | 1 | -4 | -6 | 1 | -9% | -0.4% | 0.3 | 11 | -3
c1ccc2c(c1)nc(Nc1ccc3c(c1)OCO3)c1nnnn12 | 6 | 14 | 1 | -3 | -5% | -0.8% | -0.2 | 2 | -4
COc1ccc(OCCSc2nc(N)cc(=O)[nH]2)cc1 | 0 | -8 | 2 | 6 | -6% | 1.5% | -1.7 | -4 | 5
COc1ccc(CNC(=O)[C@H](NC(=O)C2CCN(C(=O)[C@@H](N)CCSC)CC2)C(C)C)cc1 | 2 | 4 | -9 | x | -3% | -1.6% | -1.0 | 2 | 16
CN(C)c1ccc(CNC23CN4CN(CN(C4)C2)C3)cc1 | 1 | -2 | -6 | -9 | -4% | -1.5% | 0.6 | -6 | 2
Cc1c(-c2cccc(NC(=O)Nc3ccccc3)c2)nc2ncccn12 | 1 | -56* | -4 | -15 | 87%[activator] | 9.0% | 0.0 | 1 | -6
Cc1ccc(C)n1-c1ccc(C(=O)N2CCOCC2)cc1 | 3 | 13 | 1 | -19 | -17% | -0.4% | 1.0 | 4 | -4
Cc1ccc2nc(/C(C#N)=C/c3ccc(-c4cccc([N+](=O)[O-])c4)o3)[nH]c2c1 | 47* | 1 | 1 | -6 | -11% | 0.0% | -1.0 | -3 | 16
C/C(=N\NC(=O)c1ccccc1)c1ccccc1F | 0 | 0 | -5 | -3 | -7% | -1.1% | -0.3 | -3 | -12
CCN(CC)CCCNC(=O)CCc1ccccc1 | 0 | 1 | -2 | 0 | -7% | 0.6% | -0.3 | 3 | 8
O=C(COc1ccccc1Cl)OCc1cc(=O)n2nc(-c3cccs3)sc2n1 | 15 | 3 | 6 | x | -7% | 16% | 0.4 | -7 | -12
CN1CCN(C(=O)NCC23CC4CC(CC(C4)C2)C3)CC1 | 4 | -3 | 6 | 3 | -4% | 0.5% | 1.5 | 2 | 2
CCS(=O)(=O)c1ccc(C(=O)Nc2cccc(Cl)c2)c(Cl)c1Cl | 8 | -21 | -2 | -16 | u | 0.6% | 0.2 | -3 | 4

3 successive compounds from above, for reference:
SMILES | D1 agonist | D1 antag | TRHR enhancer | RXFP1 antag | Apoferritin bind | RXFP1 agonist | TRHR agonist | D1 potentiator | D2 potentiator
COc1ccc(OCC(=O)Nc2ccncc2)cc1 | 7 | -24 | -1 | 0 | -2% | 0.7% | -0.2 | 0 | -4
Cc1cccc(NC(=O)Cc2ccc(-n3c(C)nc4cccnc43)cc2)c1C | 6 | -14 | -1 | -6 | 1% | 4.3% | 0.3 | -6 | 12
COc1ccccc1N(CC(O)CN1CCOCC1)S(=O)(=O)c1ccccc1 (configuration not stated) | -1 | 16 | -4 | -5 | -9% | 2.6% | -0.3 | -3 | 6

The list continues.
SMILES | D1 agonist | D1 antag | TRHR enhancer | RXFP1 antag | Apoferritin bind | RXFP1 agonist | TRHR agonist | D1 potentiator | D2 potentiator
CC(=O)Nc1ccc(OCC(=O)NCCc2ccccc2)cc1 | 5 | -19 | 0 | 7 | 4% | 0.8% | 0.4 | -1 | 0
NC1=NC[C@@H](Cc2ccc(O)cc2)N1CCc1cccc2ccccc12 | 6 | 1 | 6 | x | 5% | -0.5% | -0.1 | 1 | 16
CCOC(=O)c1sc(NC(C)=O)cc1C | 0 | 3 | 4 | x | -3% | -0.7% | 1.4 | -14 | -1
CCC(C)N=C1CC(C)(C)CC(=O)/C1=C(/O)Cc1ccccc1 (configuration not stated) | 1 | 6 | 1 | 0 | 2% | -1.2% | -0.3 | 1 | 7
N#Cc1ccc(/C=C/C(=O)c2ccc3c(c2)OCO3)cc1 | -1 | -2 | -10 | -17 | -9% | -1.6% | -0.4 | -5 | -3
Cc1ccc(C)n1-c1nnc(N2CCCC(C(=O)NCc3ccccc3)C2)s1 (configuration not stated) | 0 | 8 | -3 | -10 | -14% | -0.8% | -1.1 | -1 | 20
Cc1ccc(Nc2c(-c3cccs3)nc3nc(C)cc(C)n23)cc1 | 0 | 27 | -3 | -27 | 85%[activator] | 18% | -0.8 | 5 | -1
COc1ccc(-n2c(C)nc3cc(C(=O)NCc4ccc5c(c4)OCO5)ccc32)cc1 | 1 | -10 | -2 | -6 | 3% | 0.8% | -0.8 | -4 | -8
O=C(Nc1nc(-c2ccc(Br)cc2)ns1)c1ccc(F)cc1 | 4 | 0 | -7 | -1 | 12% | 5.2% | -0.2 | 0 | 5
O=C(CN(c1ccc2c(c1)OCCO2)S(=O)(=O)c1ccccc1)NCc1ccc(Cl)cc1 | 3 | 0 | -1 | x | -9% | 2.4% | 0.1 | 10 | 4
O=C(Nc1ccc2c(c1)OCO2)C1COc2ccccc2O1 (configuration not stated) | -1 | -1 | 1 | 2 | u | -1.0% | -1.0 | -5 | 9
NC(=O)[C@@H]1CCNc2c(I)cc([N+](=O)[O-])cc2C(=O)N[C@@H](CO)C(=O)N[C@@H](Cc2ccc(O)cc2)C(=O)N1 | -1 | -6 | 2 | x | u | 0.9% | -0.6 | -4 | 7
Cc1cccc(Cn2c(=O)n(CC3CCC(C(=O)N4CCOCC4)CC3)c(=O)c3sccc32)c1 (configuration not stated) | 4 | -3 | 8 | -6 | -19% | -2.1% | 0.3 | -7 | 6
O=C(c1ccc2c(=O)n3c(nc2c1)CCCCC3)N1CCN(c2ccc([N+](=O)[O-])cc2)CC1 | 4 | -13 | 4 | 3 | -18% | 0.5% | 1.0 | 1 | 8
Cc1nc2cc(-c3cccc(F)c3)nn2c(C)c1CCC(=O)N1CCN(c2ccccn2)CC1 | 3 | -7 | -2 | x | 0% | -2.2% | -0.4 | 0 | 5
COC(=O)c1cc(S(=O)(=O)N2CCC(C(N)=O)CC2)oc1C | 3 | -8 | -2 | -2 | 5% | -2.8% | 0.1 | 1 | -6
Cc1ccc2[nH]c3c(=O)n(CC(=O)Nc4ccc(Br)cc4C)ncc3c2c1 | 0 | 15 | 8 | 4 | -6% | 1.1% | 0.9 | 1 | 6
COc1ccc(-c2cn3c(C)c(C(=O)Nc4cc(C)cc(C)c4)sc3n2)cc1 | 5 | 10 | -3 | 2 | 2% | 1.6% | -0.1 | -1 | 11
O=Cc1c(Cl)nc2ccccn2c1=O | 5 | 8 | -3 | 21 | -12% | 0.0% | 1.9 | -17 | 2
Nc1nnnn1/N=C/c1ccccn1 | -1 | 8 | -4 | 6 | -3% | -0.6% | -0.3 | 0 | 3
Cc1cccc(C(=O)NC(=S)N2CCN(C(=S)NC(=O)c3cccc(C)c3)CC2)c1 | 1 | -8 | -1 | u | 1% | 0.3% | 0.8 | 1 | -9
COc1ccc(CNC(=O)CSc2ncn[nH]2)cc1OC | 9 | 2 | 6 | -9 | 13% | 0.8% | 0.0 | -4 | -17
c1ccc(-n2nnc3ccccc32)nc1 | 2 | -4 | 4 | -3 | -15% | 4.2% | 0.2 | -5 | -3
COc1cc(OC)c(C#N)c(S(=O)Cc2ccccc2)c1 (configuration not stated) | 1 | 2 | -3 | 4 | 4% | 0.0% | 1.0 | -3 | -4
CCOC(=O)c1cnc2ccc(C(=O)OC)cc2c1Nc1ccc(N2CCOCC2)cc1 | 0 | -24 | 28 | x | u | 5.6% | -0.4 | 0 | 13
CCOC(=O)c1c(C)[nH]c(C(=O)C(C)OC(=O)c2cccc(OCc3c(C)noc3C)c2)c1C (configuration not stated) | 12 | -14 | 4 | -6 | -23% | 0.1% | -0.9 | 4 | 1
Nc1[nH]c(N=NC(=O)c2ccc(Cl)cc2)c2ccccc12 | 2 | 14 | -4 | 6 | -5% | 1.1% | 0.3 | 5 | -11
CCN(C(=O)c1cnc(N2CCOCC2)c2ccccc12)c1cc(C)ccc1C | 2 | -43* | 11 | -20 | 1% | 0.2% | -0.3 | -2 | 3
O=C(O)CCN1C(=O)c2ccc(NC(=O)c3cccs3)cc2C1=O | 4 | 2 | -5 | 22 | 43%[activator] | 2.5% | -0.1 | 0 | -5
COc1cccc(C(=O)NC(c2ccc(Cl)cc2)c2cc(Cl)c3cccnc3c2O)c1 (configuration not stated) | 16 | 7 | 3 | -16 | -9% | 4.2% | 4.3 | -1 | -5
CC(=O)NCCc1nc2cc(NC(=O)c3cccc([N+](=O)[O-])c3)ccc2n1C | 2 | -1 | 1 | -3 | -5% | 2.6% | 0.3 | -3 | 6
Cc1onc(-c2c(Cl)cccc2Cl)c1C(O)c1ccc(F)cc1 (configuration not stated) | 4 | -16 | -6 | -3 | -11% | 0.3% | 0.1 | 0 | 10
CCOC(=O)C1=C(NC(=S)NC(=O)c2ccccc2)c2ccccc2CC1C(C)C (configuration not stated) | 1 | 11 | -3 | -11 | -22% | 0.4% | 0.5 | 1 | -11

These rows are one share of the data, so the mix of outcomes need not match the whole.
